STK33 kinase inh: inhibitors of purified STK33 kinase, primary screen, biochemical, ADP-Glo luminescence, homogeneous, cell-free; Serine/threonine-protein kinase 33 (Homo sapiens), Q9BYT3; MBP phosphorylation; inhibition, % at 10 µM; 0.073% of 320,000 active; AID 2661, 2010;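 active means inhibition at or above 25%, using the most active replicate where run in duplicate; inactive means inhibition below 25%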
Target sequence (Q9BYT3 whole entry, looked up): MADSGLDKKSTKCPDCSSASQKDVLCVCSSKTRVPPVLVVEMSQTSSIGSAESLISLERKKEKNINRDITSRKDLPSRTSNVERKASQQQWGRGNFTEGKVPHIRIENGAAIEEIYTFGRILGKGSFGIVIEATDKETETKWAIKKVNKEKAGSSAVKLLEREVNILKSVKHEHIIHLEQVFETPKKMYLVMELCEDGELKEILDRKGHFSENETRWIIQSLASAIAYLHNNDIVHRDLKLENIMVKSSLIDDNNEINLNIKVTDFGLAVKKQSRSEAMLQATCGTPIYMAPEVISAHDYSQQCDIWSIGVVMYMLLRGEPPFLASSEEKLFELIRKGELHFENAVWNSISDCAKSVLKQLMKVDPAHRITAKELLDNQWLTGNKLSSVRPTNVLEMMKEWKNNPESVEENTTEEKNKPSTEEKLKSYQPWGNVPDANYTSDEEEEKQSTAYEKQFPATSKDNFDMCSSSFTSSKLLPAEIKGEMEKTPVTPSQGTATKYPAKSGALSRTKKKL
Kir21 block: inhibitors of mouse Kir2.1 inward-rectifier potassium channel; 0.85% of 310,000 active; B-score at 10 µM; Inward rectifier potassium channel 2 (Mus musculus), P35561; HEK293-Kir2.1, FluxOR thallium flux fluorescence; stronger effect = lower value;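 active means fluorescence ratio B-score at or below minus 3 SD of library scores, with starting-brightness B-score within 2 SD, cut at about -4.2 in these data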;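 further: channel flux triggered by added potassium and thallium sulfate stimulus; B-score of peak minus minimum fluorescence over baseline after thallium stimulus; more negative B-score means stronger Kir2.1 block with less thallium influx; some compounds called inactive have numbers as strong as hits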
Target sequence (P35561 whole entry, looked up): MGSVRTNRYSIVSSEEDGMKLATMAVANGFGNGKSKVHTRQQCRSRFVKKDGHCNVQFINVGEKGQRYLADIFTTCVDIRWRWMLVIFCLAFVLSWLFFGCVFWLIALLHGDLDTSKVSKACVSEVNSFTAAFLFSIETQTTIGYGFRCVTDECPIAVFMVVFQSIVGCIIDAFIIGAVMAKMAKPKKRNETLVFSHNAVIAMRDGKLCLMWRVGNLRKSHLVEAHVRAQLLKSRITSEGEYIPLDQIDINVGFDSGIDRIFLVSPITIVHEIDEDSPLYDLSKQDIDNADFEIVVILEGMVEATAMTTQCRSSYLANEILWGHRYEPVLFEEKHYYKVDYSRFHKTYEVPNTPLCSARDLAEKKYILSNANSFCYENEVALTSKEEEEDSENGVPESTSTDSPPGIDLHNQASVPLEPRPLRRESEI
An asterisk follows results filed as active; . = not tested or not shown. Not a hit list; overall some 0.84% were active at least once.

nr	Compound	STK33 kinase inh	Kir21 block
1	O=C(C1CCN(C2CC(=O)N(c3cccc(Cl)c3)C2=O)CC1)N1CCCC1 (stereo not given)	0.7	-0.42
2	C/C(=N\NC(=O)c1cccc([N+](=O)[O-])c1)c1ccncc1	-2.3	0.64
3	O=C(NCC(c1ccco1)N1CCCC1)c1cc2cc(Cl)ccc2o1 (stereo not given)	0.4	.
4	CC1C/C(=N\NC(=S)NC(C)C)CC(C)(C)C1 (stereo not given)	-0.9	0.32
5	Nc1c2nc(-c3ccccc3Cl)[nH]c(=O)c2nc(=O)n1-c1ccccc1	0.2	-0.31
6	CCN(CC(=O)NCc1ccco1)S(=O)(=O)c1ccc(F)cc1	-0.2	0.2
7	COCCOC(=O)C1=C(C)OC(N)=C(C#N)C1c1cc2cccc(C)c2nc1Cl (stereo not given)	-1.2	0.24
8	CC(C)NC(=O)CC(=O)N/N=C/c1ccc(Br)cc1	-1.6	0.82
9	CCN(CC(=O)Nc1c(F)cccc1F)C(=O)/C=C/c1ccc(Br)s1	-1.4	0.73
10	O=C(CNC(=O)c1ccco1)OCC(=O)c1ccc([N+](=O)[O-])cc1	-0.8	1.95
11	CN1CCN(NC(=O)CN(C)S(=O)(=O)c2cc(Cl)ccc2Cl)CC1	0.2	-0.49
12	Cc1ccc(C(=O)Cn2c3[n+](c4ccccc42)CC(O)CS3)cc1 (stereo not given)	1.7	-0.08
13	Cc1cccc(N2CCN(C(=O)c3cc(S(=O)(=O)N4CCOCC4)cn3C)CC2)c1C	1.4	-0.59
14	O=S(=O)(NC1CCN(Cc2ccccc2)CC1)c1cccc2cccnc12	0.0	-1.5
15	CCOc1ccc(NC(=O)CN(C)C(=O)Cc2n[nH]c(=O)c3ccccc23)cc1OCC	0.6	.
16	O=[N+]([O-])c1cnn2cc(Br)cnc12	0.4	0.41
17	C/C(=N\NC(=O)c1cc(C)nc2ccccc12)c1cccs1	-2.2	-1.12
18	CC(C)(C)c1ccc(C(=O)Nc2nnc(C3=COCCO3)o2)cc1	-0.9	-0.33
19	Nc1c(C(=O)N/N=C/c2cccnc2)oc2nc(-c3ccco3)cc(-c3ccco3)c12	1.6	0.49
20	CC1(C)CC(=O)C(C(c2ccc(F)cc2)C2C(=O)CC(C)(C)CC2=O)C(=O)C1	-1.9	1.78
21	CCCCNc1oc(-c2ccc(OC)cc2)nc1S(=O)(=O)c1ccccc1	0.6	-0.25
22	O=C(c1ccco1)N1CCN(C(=O)c2ccccc2OCc2ccc(Cl)cc2)CC1	-0.2	0.02
23	O=S(=O)(Nc1nnc(C2CC2)s1)c1ccccc1	-1.0	2.46
24	O=C(NC1CCCC1)C1c2ccccc2C(=O)N1CCCN1CCOCC1 (stereo not given)	-2.0	0.11
25	O=[N+]([O-])c1ccc(CN2C=NS(=O)(=O)c3ccccc32)cc1	1.1	-0.74
26	CC(C)c1ccc(C(=O)OCC(=O)c2c(N)n(C)c(=O)n(C)c2=O)cc1	-0.1	.
27	COc1ccc(NC(=O)C2CCCN(C(=O)c3ccc(Cl)cc3)C2)cc1Cl (stereo not given)	0.0	.
28	COc1ccc(S(=O)(=O)N(CC(=O)N/N=C/c2ccc(C(=O)O)cc2)Cc2ccccc2)cc1OC	0.5	2.42
29	C=CCNC(=O)c1ccc(NC(=O)C2=CSCCO2)cc1	1.8	0.77
30	Cc1ccc(-n2c(SCc3nnc4n3CCC4)nnc2-c2ccccc2)cc1	-0.7	-0.58
31	Cc1c(Cl)cnc(NC(=O)CSc2nncs2)c1Cl	0.7	-2.41
32	N#Cc1cc(-c2ccccc2)nnc1Sc1ccc(Cl)cc1	.	-0.86
33	Cc1c(C(=O)OCC(=O)NCc2ccc3c(c2)OCO3)cccc1[N+](=O)[O-]	-0.1	-1.04
34	CC1(CO)COC(c2ccccc2)=N1 (stereo not given)	0.5	-0.72
35	COc1ccc2c(c1)[nH]c1c(=O)n(CC3CCCO3)cnc12 (stereo not given)	-0.8	0.64
36	CCc1c(C)nc2nc(SCc3ccccc3Cl)[nH]n2c1=O	-0.5	-1.03
37	O=C(N=C1SC2CS(=O)(=O)CC2N1c1cccc(F)c1)C1CC1 (stereo not given)	-0.6	0.06
38	CC1(C)CCN(Cc2ccccc2)C1CC#N (stereo not given)	-3.3	0.56
39	O=C(O)CCC(C(=O)O)n1c(O)c(C2=c3ccccc3=NC2=O)sc1=S (stereo not given)	-0.9	-0.97
40	CCC(=O)Oc1ccc(C/C(=N\O)c2ccc(O)cc2O)o1	-0.5	0.14
41	COc1ccc(N=Cc2cc3c(cc2O)OC(N)=C(C#N)C3c2ccccc2)cc1 (stereo not given)	-0.2	0.01
42	Fc1ccccc1/C=N/n1c(COc2ccccc2)n[nH]c1=S	-0.1	1.47
43	COc1ccc(C(=O)/C(C#N)=N/Nc2cccc([N+](=O)[O-])c2)cc1	.	-0.22
44	CCn1nc(NC(=O)c2ccco2)c2cc3ccc(C)cc3nc21	2.3	-1.18
45	COC(=O)c1ccc(NCC(=O)Nc2cc(C)cc(C)c2)cc1	-0.1	-1.02
46	O=C(CCCCCN1C(=O)c2ccccc2C1=O)Nc1ccc2c(c1)OCCO2	-1.2	-1.17
47	CCOC(=O)c1c(NC(=O)c2ccn(CC)n2)sc2c1CCCC2	-0.4	-0.14
48	O=c1oc2cc(OCc3ccc([N+](=O)[O-])cc3)ccc2c2c1CCCC2	0.4	1.71
49	COC(=O)c1c(NC(=O)Cc2ccccc2)sc2c1CCN(C(C)C)C2	-1.2	-1.59
50	C=C(C)Cn1c(C)cc(C)c(S(=O)(=O)c2cccc(C)c2)c1=O	-0.2	-1.02
51	N=c1c2c3c(sc2nc2n1CCC2)CCCC3	-0.3	-1.37
52	CCCN(CCC)c1nc(Cl)nc(NCc2ccco2)n1	-0.9	1.1
53	O=C(NN=C1CCCCCCCCCCC1)c1cccnc1	-1.4	-1.5
54	CCOC(=O)C1CCN(C(=O)c2ccccc2NS(=O)(=O)c2ccc(C)cc2)CC1	-1.6	-0.36
55	O=C(C1CC1c1ccccc1)N1CCOCC1 (stereo not given)	-1.3	0.58
56	COc1cc2nc(C3CC3)n(NC(=O)c3ccc(F)cc3)c(=O)c2cc1OC	-1.5	2.35

(continued)
nr	Compound	STK33 kinase inh	Kir21 block
57	CC(=O)Oc1ccc(N(C(C)=O)S(=O)(=O)c2ccc3ccccc3c2)cc1	-0.7	-0.64
58	CCN(CC)C(=O)Cc1c(OC)ccc2cc(Br)ccc12	-4.0	-2.27
59	CC(C)C(OC(=O)c1ccccc1)c1nccc2ccccc12 (stereo not given)	-0.5	-0.02
60	COc1ccc(CCn2c(-c3cc([N+](=O)[O-])cc([N+](=O)[O-])c3)nc3nc4ccccc4nc32)cc1OC	-1.3	1.05
61	Cc1ccc(NCC(=O)N/N=C/c2cc(O)ccc2[N+](=O)[O-])cc1	10.6	1.3
62	Cc1ccc2c(c1)NC(=O)C(CC(=O)NCCCN1CCN(c3cc(C)ccc3C)CC1)O2 (stereo not given)	-1.5	-2.03
63	CCOC(=O)N1CCN(c2ncnc3c2cnn3-c2ccc(Cl)cc2)CC1	.	-0.1
64	Cc1[nH]c2ccccc2c1C(=O)C(=O)NCc1ccco1	-1.6	-2.21
65	COc1ccc(N(CC(=O)NCCSC(C)(C)C)S(C)(=O)=O)c(OC)c1	-1.2	-0.06
66	Cc1ccc(C(=O)NCC(=O)NCc2cc(=O)n(C)c(=O)n2C)cc1C	-2.0	-0.91
67	O=c1[nH]c2ccccc2nc1Cc1ccc([N+](=O)[O-])cc1	-2.5	-1
68	Cc1ccc2c(c1)c1c(n2C)C(C(N)=O)CCC1 (stereo not given)	0.1	1.06
69	CC(=O)Nc1ccc(N2CCCC2)cc1	-0.4	1.72
70	CC1CC1C(=O)Nc1nc(-c2ccccc2)cs1 (stereo not given)	1.4	-0.3
71	O=C(NCCN1CCOCC1)c1cc(Sc2ccc(F)cc2F)nc2ccccc12	0.5	0.9
72	CN(C(=O)Cc1csc(-c2ccccc2)n1)c1c(N)n(Cc2ccccc2)c(=O)[nH]c1=O	-1.9	0.43
73	Cc1nn(C)cc1/C=N/NC(=S)Nc1ccccc1	-1.2	1
74	Cc1ccc2oc(-c3cccc(NC(=O)c4ccc(Br)o4)c3)nc2c1	0.0	-0.63
75	O=C1C(=O)N(Cc2cccnc2)C(c2cccc([N+](=O)[O-])c2)/C1=C(\O)c1ccc2c(c1)OCCO2 (stereo not given)	-0.1	-0.16
76	Cc1cccc(N2CCN(C(=O)CSc3ccc4c(c3)OCCO4)CC2)c1C	-0.1	.
77	O=c1[nH]c(SCCOc2ccccc2)nc2ccccc12	-0.2	0.51
78	Fc1ccc(CSc2ccc(-c3ccc4c(c3)OCO4)nn2)cc1	-1.0	-0.03
79	Cc1cccc(NC(=O)COC(=O)c2cc(C)oc2C)c1	-0.6	0.83
80	CCOC(=O)C1=C(c2ccccc2)NC(=O)N(C(C)=O)C1c1cccc([N+](=O)[O-])c1 (stereo not given)	1.1	1.03
81	Cc1nn(CC(C)C)c2sc(C(=O)NC3CC(C)(C)NC(C)(C)C3)cc12	-1.0	-0.46
82	Cc1ccc(Cc2cnc(NC(=O)CN3CCOCC3)s2)cc1Cl	-0.3	-0.74
83	Cc1ccc(N(Cc2cc3ccccc3[nH]c2=O)S(C)(=O)=O)cc1	-1.3	-0.78
84	COc1cc(S(=O)(=O)Nc2ncn[nH]2)ccc1Cl	-1.1	-0.45
85	CN1CCN(c2ccc(S(=O)(=O)N3CCCCC3)cc2NC(=O)c2ccc(F)cc2F)CC1	.	0.64
86	Cc1ccc2nc(-c3ccccc3)c(CC(=O)O)c(C(=O)O)c2c1	.	-1.3
87	COc1cccc(C(=O)NN2CC(O)=C(c3nc4ccccc4s3)C2=N)c1	0.8	-0.49
88	NC(=O)c1c(NC(=O)c2ccccc2)sc2c1CCN(Cc1ccccc1)C2	3.1	0.23
89	COc1ccc(C(CC(=O)N2CCCC(C)C2)c2c(O)cc(OC)cc2OC)cc1 (stereo not given)	-0.5	-0.46
90	CN1CCN(c2ccc(NC(=O)c3ccc4c(c3)OCCO4)cc2)CC1	0.6	0.2
91	CCC(=O)Nc1ccc2c(c1)C(=O)N(C1CCCCC1)C2=O	0.0	0.19
92	Cc1ccc(CSc2nnc(-c3ccco3)n2N)cc1	0.7	-0.22
93	CCC(=O)Nc1cccc(-c2nc3ncccc3o2)c1C	-0.5	-0.78
94	O=C(N/N=C/c1cn(-c2cccs2)nc1-c1ccccc1)c1ccc(O)cc1	-0.3	-0.24
95	CCn1c(=O)n(CCc2ccccc2)c(=O)c2c3c(sc21)CCCC3	-2.1	0.46
96	O=C(c1cccnc1)N1CCN(S(=O)(=O)c2cccs2)CC1	-1.6	-0.54
97	CC(=O)Nc1nnc(SCC(=O)Nc2nc(C)cs2)s1	0.5	-0.82
98	CCOC(=O)c1c(C)oc2ccc(NS(=O)(=O)c3cccs3)cc12	-4.1	-1.94
99	O=C(NCCCN1CCCC1=O)Nc1ccccc1F	-2.2	-0.81
100	Cn1cc(CCC(=O)NC2CC(C)(C)Cc3c2cnn3-c2ccc(F)cc2)cn1 (stereo not given)	.	-0.48
101	COc1ccc(C(=O)NCCONC(=O)c2ccc(OC)cc2)cc1	-1.5	-0.83
102	COc1ccc(CC(=O)Nc2ccc(S(=O)(=O)NCC3CCCO3)cc2)cc1 (stereo not given)	-1.4	1.11
103	COc1cccc(C2C(C(=O)c3ccc(C)o3)=C(O)C(=O)N2CCN2CCOCC2)c1 (stereo not given)	19.7	0.23
104	O=C(CCNC(=O)c1ccco1)Nc1ccc(F)c(Cl)c1	-1.3	-0.37
105	COc1cc(NC(=O)CSc2nnc(C)s2)cc(OC)c1	-0.9	0.72
106	COc1ccccc1NC(=O)CCC(=O)Nc1nnc(C(F)(F)F)s1	-0.6	0.63
107	Cc1c(NC(=O)COC(=O)c2cc(-c3ccc(-c4ccccc4)cc3)nc3ccccc23)c(=O)n(-c2ccccc2)n1C	-1.1	-1.69
108	COc1cccc(C(=O)OCC(=O)NC(=O)NC2CCCC2)c1O	-1.7	-0.33
109	CCOC(=O)CNC(=O)c1sc(NC(=O)c2ccccc2)nc1C	-2.0	-0.3
110	CC1=CCC2C(=O)N(c3cc(C)on3)C(=O)C2C1 (stereo not given)	-1.8	0.37
111	CC(C)CCNC(=O)C(c1ccncc1)N(CC1CCCO1)C(=O)Cn1nnc(-c2ccc(F)cc2)n1 (stereo not given)	1.4	-0.37
112	Cc1cc(-n2nc(C)cc2C)nc(NS(=O)(=O)c2ccccc2)n1	1.4	.
113	COC(=O)C1=C(C)N(C)C(=O)NC1c1ccc(O)c(Cl)c1 (stereo not given)	-0.7	0.22
114	CCOC(=O)c1nnn(-c2nonc2N)c1-c1ccc(OC)cc1	-0.7	-1.39

7 compounds picked at random from those above, as already listed:
nr	Compound	STK33 kinase inh	Kir21 block
72	CN(C(=O)Cc1csc(-c2ccccc2)n1)c1c(N)n(Cc2ccccc2)c(=O)[nH]c1=O	-1.9	0.43
25	O=[N+]([O-])c1ccc(CN2C=NS(=O)(=O)c3ccccc32)cc1	1.1	-0.74
78	Fc1ccc(CSc2ccc(-c3ccc4c(c3)OCO4)nn2)cc1	-1.0	-0.03
31	Cc1c(Cl)cnc(NC(=O)CSc2nncs2)c1Cl	0.7	-2.41
44	CCn1nc(NC(=O)c2ccco2)c2cc3ccc(C)cc3nc21	2.3	-1.18
97	CC(=O)Nc1nnc(SCC(=O)Nc2nc(C)cs2)s1	0.5	-0.82
83	Cc1ccc(N(Cc2cc3ccccc3[nH]c2=O)S(C)(=O)=O)cc1	-1.3	-0.78

Screens from PubChem BioAssay.
